sdo1 growth – growth rescue of sdo1-depleted yeast, primary screen, S. cerevisiae, bone marrow failure model; S. cerevisiae sdo1-depleted JHY4D growth rescue, OD600 30 h; hits give high values; pdr5 snq2 efflux-pump mutant strain; z-score at 10 µM; 0.21% of 140,000 active; AID 817, 2007;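 active means z-score above 3 at both the 24 hr and the 30 hr optical density reads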;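 further: z-score against mean and SD of all compound wells on the same plate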
INS promoter inh – inhibitors of insulin promoter-driven GFP, primary screen, imaging, TRM-6 cells (human fetal islet line), eGFP reporter, cell count | reporter expression induced with tamoxifen | inhibition, % at 2 µM | 0.9% of 130,000 active | AID 1273, 2008;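 active means inhibition above the mean plus 3 SD, with well images judged a real hit on visual review, cut at about 60% in these data, passing the limit was not always enough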
sdo1 growth Rescue 24 h – further read-out of sdo1 growth, marked with its call; z-score; S. cerevisiae sdo1-depleted JHY4D growth rescue, OD600; measured here: growth rescue at 24 h;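 0 is the plate mean of compound wells and units are plate SD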
* marks the source's active call; other numbers are inactive results; . = no result given; & = joins results of further samples. Not all compounds are listed; the hit share may differ from the screen's.

SMILES | sdo1 growth | sdo1 growth Rescue 24 h | INS promoter inh
COc1ccc(NC(=O)NN2CCOCC2)cc1OC | . | . | 50
NS(=O)(=O)c1cccn1-c1ncc(C(F)(F)F)cc1Cl | 0.8 | 0.66 | 7
CCC(=O)N1C(=O)CCN(C(C)=O)c2ccccc21 | -0.27 | -0.04 | 36
CCN1CCN(CC(=O)N2N=C(c3cccs3)CC2c2ccc(OC)c(OC)c2)C(=O)C1=O (configuration not stated) | . | . | 20
COc1ccccc1CNC(=O)C1COc2ccccc2O1 (configuration not stated) | -1.3 | 1.1 | .
Cc1cccc(C)c1NC(=O)C1(N(Cc2ccco2)C(=O)CC2NC(=O)NC2=O)CCCCC1 (configuration not stated) | 0.85 | 0.88 | .
O=C/C(=C\Nc1ccc(Cl)cn1)c1nc2ccccc2o1 | -0.15 | -0.01 | 43
CC1CCCc2sc3nc(NCc4ccco4)n4ncnc4c3c21 (configuration not stated) | -2 | -1.2 | 7
O=C(N1CCCCCC1)N1CCN(S(=O)(=O)N2CCOCC2)CC1 | 1.1 | 0.61 | 62
COCCCNC(=O)COc1ccc(Br)cc1Cl | 0.55 | 0.47 | -4
Cc1ccc2[nH]c3c(c2c1)CN(C(=O)CN1CCN(c2cccc(C)c2C)CC1)CC3 | -2.7 | -1 | 10
Cc1nc2ccccc2n1C1CCN(CC(=O)NCc2ccc(F)cc2)CC1 | 0.77 | 0.08 | -70
CC1(C)C(=O)OC(/C=C\c2ccccc2)C(C)(C)C1=O (configuration not stated) | . | . | -6
CSc1ccccc1C(=O)NCCCOC(C)C | 0.25 | 0.22 | 34
O=c1[nH]c2cc3c(cc2cc1C(c1nnnn1Cc1ccccc1)N1CCCc2ccccc21)OCO3 (configuration not stated) | 0.1 | 0.43 | -138
NC(=O)COC(=O)CCSc1ccc(Cl)cc1 | . | . | 11
CCN1CCCC1Cn1cnc2c([nH]c3ccc(C)cc32)c1=O (configuration not stated) | 0.34 | 0.54 | .
Nn1c(SC/C=C/c2ccccc2)nnc1-c1ccco1 | 0.47 | 1.8 | 36
Cc1c(-c2nc(N)nc(Nc3ccccc3F)n2)oc2ccccc12 | -2 | -1.5 | -14
O=C(N/N=C/c1ccccc1OC(=O)c1ccc2c(c1)OCO2)c1ccccc1 | -1.5 | -1.1 | 10

The last 3 records of the section above come first, to join the parts.
SMILES | sdo1 growth | sdo1 growth Rescue 24 h | INS promoter inh
Nn1c(SC/C=C/c2ccccc2)nnc1-c1ccco1 | 0.47 | 1.8 | 36
Cc1c(-c2nc(N)nc(Nc3ccccc3F)n2)oc2ccccc12 | -2 | -1.5 | -14
O=C(N/N=C/c1ccccc1OC(=O)c1ccc2c(c1)OCO2)c1ccccc1 | -1.5 | -1.1 | 10
O=C(NC1(C(F)(F)F)C(=O)Nc2c1c(=O)[nH]c(=O)n2Cc1ccco1)C1CCCCC1 (configuration not stated) | 0.81 | 1.1 | 24
CCc1nc2oc3ccccc3c(=O)c2c(=O)n1Cc1ccc(OC)cc1 | -0.51 | -0.31 | 36
O=C(CNC(=S)N(Cc1ccccc1F)C1CCCCC1)NCCN1CCOCC1 | . | . | -7
Cc1cc(-c2ccccc2)[nH]c(=O)c1S(=O)(=O)c1ccccc1 | 0.43 | -0.09 | 31
CCc1ccc(-c2nnn(Cc3nc4ccccc4s3)n2)cc1 | -0.78 | 0.18 | 0
COc1cccc(-c2nc(CS(=O)CC(=O)NC3CCCC3)c(C)o2)c1 (configuration not stated) | 0.33 | -0.06 | .
COC(=O)C1C(=O)C2=C(CC1C)NC(=O)CC2c1cccc(C)c1 (configuration not stated) | 0.47 | 0.45 | -3
CC(=O)Nc1cc(Cl)ccc1OS(=O)(=O)c1ccc(C)cc1 | 0.68 | -0.02 | 6
COc1ccc(NC(=O)Nc2ccc(Cc3ccncc3)cc2)cc1OC | 2.1 | 1.5 | .
Cc1ccc(C(=O)NC(=O)OCCn2c(C)cnc2[N+](=O)[O-])cc1 | . | . | -13
O=C(Nc1cccc(Cl)c1)Nc1nc(-c2ccc(Cl)cc2)cs1 | -0.63 | 0.12 | .
COc1ccc(Cn2c(=O)oc3ccc(C)cc32)cc1OC | 0.09 | -0.14 | -35
Cc1ccc(NC(=O)Cn2c(=O)n(Cc3ccco3)c(=N)c3c4c(sc32)COC(C)(C)C4)cc1 | -0.69 | -0.91 | .
O=C(NCc1ccco1)c1nc2nc(-c3cccs3)cc(C(F)(F)F)n2n1 | -0.66 | -0.51 | .
CNC(=O)CN(c1ccc(OC)cc1)S(=O)(=O)c1ccc(F)cc1 | 0.06 | -0.97 | 48
O=C(NNC(=O)c1ccccc1-n1cccc1)c1ccc(Cl)cc1Cl | 0.11 | -0.05 | 10
CCc1ccccc1NCC(=O)Nc1ccc(Cl)c(C(F)(F)F)c1 | -1.7 | -0.35 | -11
Nc1nc(SCC(=O)Nc2cc(-c3ccccc3)nn2-c2ccccc2)n[nH]1 | 1.4 | 0.77 | 16
O=c1cc(N2CCOCC2)c2ccccc2o1 | 1.1 | 1.1 | 65
C=CCOn1c(=O)c(-c2ccc(OC)c(OC)c2)[n+]([O-])c2ccccc21 | 0.27 | -0.05 | .
CCOC(=O)COc1c(Cl)cc(C2NC(=S)NC(c3ccccc3)=C2C(C)=O)cc1OC (configuration not stated) | 0.17 | -0.12 | 19
COc1ccc2cc(C(c3nnnn3C(C)(C)C)N3CCSCC3)c(=O)[nH]c2c1 (configuration not stated) | 0.71 | 0.26 | 33
COc1ccc(C2C(C#N)=C(C)NC(C)=C2C(=O)OC(C)C)c(OC)c1 (configuration not stated) | . | . | 24
COc1ccc(S(=O)(=O)N(C)CC(=O)Nc2ccccc2SC)cc1Cl | -0.32 | -0.32 | 13
O=C(c1ccc2nc3ccccc3c(=O)n2c1)N1CCN(Cc2ccc3c(c2)OCO3)CC1 | 0.58 | 0.14 | .
Cc1cc(C(=O)OCC(=O)Nc2ccc(F)cc2[N+](=O)[O-])c2ccccc2n1 | -0.71 | 1.5 | -54
CCCCn1c(NC(=O)c2ccc(Br)o2)c(S(=O)(=O)c2ccccc2)c2nc3ccccc3nc21 | 1.2 | 0.11 | 64
COc1ccccc1/C=C1\SC(=O)N(CCC(=O)NNC(=O)c2ccccc2Cl)C1=O | -0.89 | -0.8 | 46
O=C1C(Cl)=C(N2CCCCCC2)C(=O)N1c1ccccc1 | -1.9 | -1.1 | -45
CC(C)c1ccc(OCC(=O)Nc2ccc(OC(F)(F)F)cc2)cc1 | 0.11 | -0.3 | .
CNS(=O)(=O)c1cc(O)c2c(S(=O)(=O)NC)cccc2c1 | 1.2 | 1.2 | 12
COc1ccccc1NC(=O)c1[nH]c(C)c(C(C)=O)c1C | 0.96 | 2.3 | .
Cc1cccc(-n2cc[nH]c2=S)c1 | 0.45 | -0.03 | 26
Cc1cc2c(cc1C)-c1c(ssc1=Nc1ccc(S(N)(=O)=O)cc1)C(C)(C)N2 | . | . | 50
Cc1nc(-c2ccc(Br)cc2)ccc1C(=O)O | -0.51 | -1.1 | 17
Cc1[nH]c2ccccc2c1C(c1ccncc1)N1CCN(c2ccccc2F)CC1 (configuration not stated) | 0.13 | -0.51 | -19
CCOC(=O)C1=C(Nc2ccccc2)CC(C)(O)C(C(=O)OCC)C1c1ccc(Br)cc1 (configuration not stated) | -0.66 | -0.82 | -61
Nn1cc(-c2ccccc2)nc1SCC(=O)N1CCN(S(=O)(=O)c2ccc(Cl)cc2)CC1 | 0.52 | 0.77 | -48
O=c1c(-c2cc3ccccc3o2)[n+]([O-])c2ccccc2n1OCc1ccccn1 | -0.39 | -0.06 | 5
CCC(=O)Nc1ccc(S(=O)(=O)NCCc2ccccc2)cc1 | 0.67 | -0.37 | -33

Profiles as entered above. Values in the order: sdo1 growth | sdo1 growth Rescue 24 h | INS promoter inh
O=C(Nc1cccc(Cl)c1)Nc1nc(-c2ccc(Cl)cc2)cs1 across the screens: -0.63 | 0.12 | .
COc1ccccc1CNC(=O)C1COc2ccccc2O1 (configuration not stated) across the screens: -1.3 | 1.1 | .
CCC(=O)Nc1ccc(S(=O)(=O)NCCc2ccccc2)cc1 across the screens: 0.67 | -0.37 | -33
NC(=O)COC(=O)CCSc1ccc(Cl)cc1 across the screens: . | . | 11
Cc1cc2c(cc1C)-c1c(ssc1=Nc1ccc(S(N)(=O)=O)cc1)C(C)(C)N2 across the screens: . | . | 50

Further structures:
SMILES | sdo1 growth | sdo1 growth Rescue 24 h | INS promoter inh
CC1CCCCN1S(=O)(=O)c1ccc(C(=O)Nc2nnc(-c3cccs3)o2)cc1 (configuration not stated) | 1.1 | 0.97 | .
CC(=O)N/C(=C\c1cccc([N+](=O)[O-])c1)C(=O)NC1CCCCC1 | 0.45 | 0.54 | 22
O=C(Nc1ccc(Cl)cc1Cl)C1CCC(=O)N1Cc1ccccc1Cl (configuration not stated) | -0.3 | -0.78 | -15
NC(=O)c1ccsc1NC(=O)CSc1ccccc1F | -0.86 | -0.57 | 19
Cc1nc(NCC2CCCO2)nc2c1C(=O)CC(C)C2 (configuration not stated) | -0.21 | -0.19 | -9
CC1(C)C2CCC(C2)C1(C)NC(=O)CNCc1cccs1 (configuration not stated) | . | . | 18
COc1cc(/C=C(\C#N)c2ccccn2)ccc1OCc1ccc(Cl)cc1 | 0.53 | 2.5 | .
CCN(CC)c1nc(N)nc(NS(=O)(=O)c2ccc(Cl)cc2)n1 | 1.2 | 0.74 | .
COc1cc(NC(=O)C/C(C)=N/NC(=O)C(OC)c2ccccc2)c(OC)cc1Cl (configuration not stated) | 0.26 | -0.48 | -22
CCc1cccc(Nc2cc(C)nc3ncnn23)c1 | -0.77 | -0.88 | 45
O=C(COc1ccccc1)Nc1ncccn1 | -0.4 | -1.2 | 43
C#CCN(C(=O)Nc1ccccc1)c1ccccc1 | 0.24 | -0.74 | .
CC(=O)Oc1cc2c(C(=O)NCCCN3CCOCC3)c(C)oc2c2ccccc12 | -0.31&0.51 | -0.65&0.42 | .
NC(=O)CN(c1ccccc1)C1SC(=O)N(Cc2ccccc2)C1=O (configuration not stated) | -0.13 | -0.69 | -12
CCN(C(=O)COC(=O)/C=C/c1ccccc1[N+](=O)[O-])C1CCS(=O)(=O)C1 (configuration not stated) | . | . | -58
CC1(c2ccc(Cl)cc2)NC(=O)N(CC(=O)NCc2cccs2)C1=O (configuration not stated) | 0.53 | 0.2 | 14
Cc1ccc(S(=O)(=O)N2CCN(C(=O)c3cccs3)CC2)cc1C | . | . | -82
N#C/C(=C\c1cn(CC(=O)N2CCCCC2)c2ccccc12)C(=O)NCc1ccc2c(c1)OCO2 | -0.27 | -0.59 | -23
O=C(NCCc1c[nH]c2ccccc12)C1Cc2ccccc2CN1C(=O)c1ccco1 (configuration not stated) | 0.22 | -0.02 | -23
CCC(C)(C)NC(=O)CN(C(=O)CNS(=O)(=O)c1ccc(C)cc1)c1ccc2c(c1)OCCO2 | 0.64 | 0.4 | .
COCCNC(=O)CCCn1c(=O)c2cc(OC)c(OC)cc2n(CC(=O)NCCC2=CCCCC2)c1=O | . | . | 75*
O=C(NCCC(c1ccccc1)c1ccccc1)c1cnccn1 | -0.86 | -1.6 | 8
Cc1oc(-c2ccc(Cl)cc2)nc1CS(=O)CC(=O)NCc1cccs1 (configuration not stated) | 0.78 | 0.67 | .
O=C(OCc1ccccc1)/C(=C/c1ccc(Cl)cc1)NC(=O)c1ccccc1Cl | -1.5 | 0.31 | .
Cc1c(Cl)cccc1NC(=O)Nc1ccc(C(=O)N2CCCC2)cc1 | 0.9 | -0.18 | .
CC(=O)Nc1ccc(Oc2sc(C(=O)c3ccccc3)c(N)c2C#N)cc1 | 0.14 | 1 | 32
CC(NC(=O)C(c1ccccc1)c1ccccc1)C(=O)O (configuration not stated) | 0.49 | 0.82 | 16
CC(=O)c1ccc(NCCC(=O)c2ccccc2)cc1 | . | . | -74
CCn1c2ccccc2c2nnc(SCC(N)=O)nc21 | 0.97 | 1 | 29
CCN(CC)Cc1c(O)ccc2occ(C(=O)c3ccc(OC)cc3)c12 | -0.26 | -0.41 | -105
CN1C(=O)CC(NNC(=O)c2ccccc2)C1=O (configuration not stated) | 0.29 | -0.62 | 26
COc1ccc(CN2CC(C(=O)NCC3CCCO3)CC2=O)cc1 (configuration not stated) | -0.96 | -1.7 | -37
COc1ccc(CCNC(=O)CCc2ccc(S(=O)(=O)NCC(C)C)cc2)cc1 | 0.7 | 0.27 | -115

Screening data from PubChem.
